High-throughput results from PubChem.
Xi reactivation: activators of inactive X chromosome reactivation, primary screen, imaging, XiGFP fibroblasts, GFP high-content imaging, set 2; activation, % at 7.58 µM; XiGFP mouse fibroblasts, % GFP-positive cells imaging, 3 d; cells co-treated with 5-aza-dC sensitizer; scaled so ellipticine positive control = 100%; hit rate 0.055% among 360,000;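 active = mean normalized replicate activation at least 10% and every replicate at or above 10%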;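 also: 0% = median of on-plate neutral control wells and 100% = ellipticine 6 µM median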
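Material: SV40-immortalized XiGFP fibroblast cells, line 68-5-11 | Buffer or medium: DMEM containing 5-aza-dC | Dosing: One concentration, pinned | Times: 3 d treatment, 15 min room-temperature fixation | Controls: Ellipticine 6 µM positive control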
ERAP1 HTS inh: human ERAP1 aminopeptidase inhibitors, primary screen, biochemical, single point, plate reader. Endoplasmic reticulum aminopeptidase 1 (Homo sapiens), Q9NZ08. recombinant ERAP1, Leu-AMC fluorescence, 60 min. inhibition, % at 10.7 µM. hit rate 0.15% among 340,000. AID 652197, 2013;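 active = mean replicate inhibition of at least 30%, or all replicates individually reaching that 30% level; inactive = mean below 30% and not every replicate reaching it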;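 also: 0% = neutral control wells and 100% = L-leucinethiol positive control wells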
Target sequence (Q9NZ08 whole entry, looked up): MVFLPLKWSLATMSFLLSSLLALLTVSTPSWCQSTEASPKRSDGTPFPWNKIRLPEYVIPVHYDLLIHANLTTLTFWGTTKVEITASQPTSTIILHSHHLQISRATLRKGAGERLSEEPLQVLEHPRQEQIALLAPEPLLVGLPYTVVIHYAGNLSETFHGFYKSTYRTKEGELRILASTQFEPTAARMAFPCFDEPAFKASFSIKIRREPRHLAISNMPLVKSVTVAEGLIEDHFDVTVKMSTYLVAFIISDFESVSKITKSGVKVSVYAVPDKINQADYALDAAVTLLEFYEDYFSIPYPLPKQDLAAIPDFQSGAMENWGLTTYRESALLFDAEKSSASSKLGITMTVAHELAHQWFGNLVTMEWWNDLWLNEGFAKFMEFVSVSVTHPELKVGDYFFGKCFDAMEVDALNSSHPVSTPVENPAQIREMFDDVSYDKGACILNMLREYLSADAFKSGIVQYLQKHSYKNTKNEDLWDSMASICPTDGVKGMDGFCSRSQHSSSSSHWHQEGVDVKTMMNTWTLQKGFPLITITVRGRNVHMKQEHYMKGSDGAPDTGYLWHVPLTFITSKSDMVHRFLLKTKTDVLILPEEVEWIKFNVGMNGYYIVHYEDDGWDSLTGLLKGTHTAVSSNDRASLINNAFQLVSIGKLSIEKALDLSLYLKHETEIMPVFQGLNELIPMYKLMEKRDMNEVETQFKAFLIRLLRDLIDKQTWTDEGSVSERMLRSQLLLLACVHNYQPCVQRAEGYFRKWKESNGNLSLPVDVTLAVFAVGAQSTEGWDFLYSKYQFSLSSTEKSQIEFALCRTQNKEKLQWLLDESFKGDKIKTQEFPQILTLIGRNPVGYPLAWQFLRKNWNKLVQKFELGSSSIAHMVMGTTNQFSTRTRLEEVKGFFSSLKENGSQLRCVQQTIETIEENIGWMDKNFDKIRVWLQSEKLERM
RAD54 branch: inhibitors of human RAD54 branch migration, primary screen, biochemical, fluorescence, single point. inhibition, % at 10.4 µM. hit rate 0.14% among 360,000. RAD54 Holliday junction branch migration, FAM/BHQ fluorescence. AID 602329, 2012. DNA repair and recombination protein RAD54-like (Homo sapiens), Q92698;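 active = mean normalized replicate activity at least 40 and at least half of replicates scoring 40 or more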;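 also: 0% = median of neutral control wells and 100% = median of positive control wells; inhibitors cause a drop in the FAM fluorescence signal; in these data hits start at about 50%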
S100A4 MyoIIA: inhibitors of S100A4-myosin IIA peptide binding, primary screen, biochemical, fluorescence polarization, TAMRA-MyoIIA peptide. Protein S100-A4 (Homo sapiens), P26447. inhibition, % at 10.7 µM. hit rate 0.14% among 360,000. AID 652163, 2013;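 active = mean inhibition of at least 70% across replicates, with every replicate also reaching that level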
Target sequence (P26447 whole entry, looked up): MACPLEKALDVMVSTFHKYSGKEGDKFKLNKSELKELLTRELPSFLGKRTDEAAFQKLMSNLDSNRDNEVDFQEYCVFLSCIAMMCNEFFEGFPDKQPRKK
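Test system: S100A4 monomer protein. Medium: HEPES buffer with Ca2+, pH 7.2. Reagent: fluorescent myosin IIA peptide, 5 nM. Compound dosing: single-point compound testing. Timing: 5 min between mix addition and reading. Benchmarks: DMSO neutral and TFP positive wells.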
ERp5 block: inhibitors of ERp5-driven insulin aggregation, primary screen, biochemical, turbidity, absorbance 650 nm, single point; Protein disulfide-isomerase A6 (Homo sapiens), Q15084; 90 min; inhibition, % at 9.99 µM; hit rate 0.05% among 350,000;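 active = mean replicate inhibition above about 25%, with every replicate also reaching it, limit read from the data, passing the limit was not always enough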
RAD52 anneal inh: RAD52 DNA annealing inhibitors, primary screen, biochemical, FRET, single point, set 2. DNA repair protein RAD52 homolog (Homo sapiens), P43351. hit rate 0.46% among 360,000. recombinant RAD52 DNA annealing, FRET fluorescence. inhibition, % at 18.7 µM;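 active = every replicate showing at least 50% inhibition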
E-selectin induc: E-selectin induction in HUVECs, primary screen, imaging, HUVEC, immunofluorescence imaging, single point. AID 686992, 2013. normalized: neutral wells 0, TNF-alpha wells 100. hit rate 0.37% among 260,000. activation, % at 7.58 µM;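 active = mean E-selectin-positive cell signal at least 10% of the positive control, reached in at least 60% of replicates, without over 20% cell loss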;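 also: in these data hits start at about 27%; measured in HUVEC primary endothelial cells; signal is the percent of cells scored E-selectin positive by PE staining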
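assay system = HUVEC, human umbilical vein endothelial cells | input = 3,000 HUVEC seeded per well | medium = EGM-2 growth medium on 0.1% gelatin-coated wells | dosing = one compound dose added by pin transfer | signal = immunofluorescence imaging | read-out basis = % PE-positive cells | control set = TNF-alpha, DMSO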
esBAF inh: Bmi1 luciferase reporter increase in mESCs, primary screen, esBAF inhibitor project, mouse ES cells, Bmi1 luciferase knock-in, single point; 24 h; 100% = twice the neutral-well signal; reporter increase, % at 12.5 µM; hit rate 2% among 350,000; AID 602393, 2012; in the data active = activation above about 40%;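 also: 0% = median of the plate's neutral control wells and 100% = double that signal; a rise in the Bmi1 reporter signal indicates esBAF inhibition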
The depositor's hits bear a star.

Screening C[C@@H]1CN([C@@H](C)CO)C(=O)c2cc(NC(=O)c3ccncc3)ccc2O[C@@H](C)CCCCO[C@H]1CN(C)Cc1ccncc1 returned Xi reactivation 0.5, ERAP1 HTS inh 0, RAD54 branch 4, S100A4 MyoIIA 12, ERp5 block 0, RAD52 anneal inh -15 and E-selectin induc -0.2.
COc1ccc(/C=C2\SC(=O)N(CC(=O)Nc3ccccc3O)C2=O)cc1OC was read as Xi reactivation 0.0, ERAP1 HTS inh 2, RAD54 branch 1, S100A4 MyoIIA -4, ERp5 block 2, RAD52 anneal inh -14, E-selectin induc -0.1 and esBAF inh -5.
`COc1ccc(Cl)cc1NC(=O)CN(C)C(=O)c1cc(-c2ccncc2)nc2ccccc12` gave Xi reactivation -0.1, ERAP1 HTS inh -7, RAD54 branch 1, S100A4 MyoIIA 0, ERp5 block -1, RAD52 anneal inh -45, E-selectin induc 0.2 and esBAF inh -3.
Screening O=C(CC1CC1)N1CC(=O)N2[C@H](CO)[C@H](c3ccc(C#Cc4cccc(F)c4)cc3)[C@H]2C1 returned Xi reactivation 0.0, ERAP1 HTS inh -3, S100A4 MyoIIA 6, ERp5 block -2, RAD52 anneal inh -36 and E-selectin induc -0.1.
Cn1c(SCc2cccc(F)c2)nnc1-c1ccncc1 was read as Xi reactivation 0.1, ERAP1 HTS inh 2, RAD54 branch -5, S100A4 MyoIIA 0, ERp5 block 1, RAD52 anneal inh -21, E-selectin induc 0.3 and esBAF inh 2.
Screening O=C(C[C@@H]1C[C@@H]2c3cc(NC(=O)Nc4ccc(F)cc4)ccc3O[C@@H]2[C@H](CO)O1)NCC(F)(F)F returned Xi reactivation 0.0, ERAP1 HTS inh -1, RAD54 branch 6, S100A4 MyoIIA 14, ERp5 block -7, RAD52 anneal inh -6, E-selectin induc -0.1 and esBAF inh -4.
For CCCC(=O)NCc1nc2ccccc2n1CC(=O)c1ccccc1 the results were Xi reactivation 0.0, ERAP1 HTS inh 1, RAD54 branch -1, S100A4 MyoIIA -5, ERp5 block 1, RAD52 anneal inh -6, E-selectin induc 0.0 and esBAF inh -6.
C[C@@H]1CN([C@@H](C)CO)C(=O)Cc2cc(NS(=O)(=O)c3cccs3)ccc2O[C@@H]1CN(C)Cc1ccc(C(=O)Nc2ccccc2N)cc1 was read as Xi reactivation 0.1, ERAP1 HTS inh 1, RAD54 branch -3, S100A4 MyoIIA 0, ERp5 block -3, RAD52 anneal inh 8, E-selectin induc -10.0 and esBAF inh -5.
For O=C(O)c1ccc([N+](=O)[O-])cc1-c1cc([N+](=O)[O-])ccc1C(=O)O the results were Xi reactivation 0.0, ERAP1 HTS inh -1, RAD54 branch 2, S100A4 MyoIIA -25, ERp5 block 3, RAD52 anneal inh 1, E-selectin induc 1.3 and esBAF inh 4.
`CC(=O)Nc1ccc(S(=O)(=O)N/N=C/c2ccc(C)o2)cc1` gave Xi reactivation 0.2, ERAP1 HTS inh 1, RAD54 branch 3, S100A4 MyoIIA -2, ERp5 block 4, RAD52 anneal inh -9 and esBAF inh -3.
CCN(c1ccc(OC)cc1)S(=O)(=O)c1ccc2c(c1)CCN2C(=O)CCC(=O)O was read as ERAP1 HTS inh -4, RAD54 branch -6, S100A4 MyoIIA 0, ERp5 block 4, RAD52 anneal inh -7 and esBAF inh -7.
For C[C@H]1CN([C@@H](C)CO)C(=O)Cc2cc(NC(=O)CCCCCC(=O)Nc3ccccc3N)ccc2O[C@@H]1CN(C)Cc1ccc(C(F)(F)F)cc1 the results were Xi reactivation -0.5, ERAP1 HTS inh 0, RAD54 branch -1, S100A4 MyoIIA 4, ERp5 block 9, RAD52 anneal inh 0, E-selectin induc -0.3 and esBAF inh 5.

Ordered by count of non-hydrogen atoms (ascending): some entries from above
`CC(=O)Nc1ccc(S(=O)(=O)N/N=C/c2ccc(C)o2)cc1` gave Xi reactivation 0.2, ERAP1 HTS inh 1, RAD54 branch 3, S100A4 MyoIIA -2, ERp5 block 4, RAD52 anneal inh -9 and esBAF inh -3.
COc1ccc(/C=C2\SC(=O)N(CC(=O)Nc3ccccc3O)C2=O)cc1OC was read as Xi reactivation 0.0, ERAP1 HTS inh 2, RAD54 branch 1, S100A4 MyoIIA -4, ERp5 block 2, RAD52 anneal inh -14, E-selectin induc -0.1 and esBAF inh -5.
Screening C[C@@H]1CN([C@@H](C)CO)C(=O)c2cc(NC(=O)c3ccncc3)ccc2O[C@@H](C)CCCCO[C@H]1CN(C)Cc1ccncc1 returned Xi reactivation 0.5, ERAP1 HTS inh 0, RAD54 branch 4, S100A4 MyoIIA 12, ERp5 block 0, RAD52 anneal inh -15 and E-selectin induc -0.2.

Later entries.
CCOC(=O)[C@]12CCCC=C1N(Cc1cccc3ccccc13)C(=O)[C@H](CC(=O)N1CCN(C(=O)C3CC3)CC1)C2 was read as Xi reactivation 0.1, ERAP1 HTS inh -1, S100A4 MyoIIA 3, ERp5 block -8 and RAD52 anneal inh -1.
C[C@@H]1CCCCO[C@H](CN(C)C(=O)CCCN(C)C)[C@@H](C)CN([C@@H](C)CO)C(=O)c2cc(NC(=O)NC3CCCCC3)ccc2O1 was read as Xi reactivation -0.9, ERAP1 HTS inh 0, RAD54 branch 5, S100A4 MyoIIA -6, ERp5 block -3, RAD52 anneal inh 19, E-selectin induc 0.2 and esBAF inh 2.
Screening CCOC(=O)CN1CC(C)(C)N(CC(=O)OCC)CC1(C)C returned Xi reactivation 0.0, ERAP1 HTS inh 2, S100A4 MyoIIA 0, ERp5 block -4, RAD52 anneal inh -14 and E-selectin induc -0.1.
For O=C(C[C@@H]1C[C@H]2c3cc(NC(=O)CC4CC4)ccc3O[C@H]2[C@H](CO)O1)NCc1ccccc1F the results were Xi reactivation 0.1, ERAP1 HTS inh 0, RAD54 branch -6, S100A4 MyoIIA -1, ERp5 block -5, RAD52 anneal inh 2, E-selectin induc -0.5 and esBAF inh 7.
For CCOC(=O)c1cccc(NC(=O)CCNS(=O)(=O)c2cccc3nonc23)c1 the results were Xi reactivation 0.1, ERAP1 HTS inh 0, RAD54 branch 13, S100A4 MyoIIA -5, ERp5 block -4, RAD52 anneal inh -3 and esBAF inh 3.
For Cc1cccc(Cc2nnc(CCC(=O)NCc3cn4ccccc4n3)o2)c1 the results were Xi reactivation 0.1, ERAP1 HTS inh 1, S100A4 MyoIIA 5, ERp5 block 2 and RAD52 anneal inh -4.
`Cn1c(N)c(C(=O)COC(=O)/C=C/c2ccc(F)cc2)c(=O)n(C)c1=O` gave Xi reactivation -0.1, ERAP1 HTS inh 2, RAD54 branch -3, S100A4 MyoIIA -1, ERp5 block 5, RAD52 anneal inh 12 and esBAF inh -6.
`C[C@@H]1CN([C@@H](C)CO)C(=O)c2cccc(NC(=O)Nc3ccc(F)cc3)c2O[C@H]1CN(C)C` gave Xi reactivation 0.0, ERAP1 HTS inh -1, RAD54 branch -8, S100A4 MyoIIA 16, ERp5 block -2, RAD52 anneal inh -1, E-selectin induc 0.0 and esBAF inh -4.
`COc1ccc(N(CC(=O)Nc2c(C)n(C)n(-c3ccccc3)c2=O)S(=O)(=O)c2ccc(C)cc2)cc1` gave Xi reactivation 0.2, ERAP1 HTS inh 1, S100A4 MyoIIA -1, ERp5 block 5 and RAD52 anneal inh -5.
C[C@H](CO)N1C[C@H](C)[C@H](CN(C)S(=O)(=O)c2ccc(F)cc2)Oc2ccc(NC(=O)Nc3cccc4ccccc34)cc2CC1=O was read as Xi reactivation 0.1, ERAP1 HTS inh 0, RAD54 branch 6, S100A4 MyoIIA 2, ERp5 block 7, RAD52 anneal inh 5, E-selectin induc 2.0 and esBAF inh -1.
Cc1ccccc1-c1cc(C(=O)NCc2ccc(OC(F)(F)F)cc2)n(CC2CC(c3cccnc3)=NO2)n1 (configuration not stated) was read as Xi reactivation 0.5, ERAP1 HTS inh -2, RAD54 branch 4, S100A4 MyoIIA -9, ERp5 block 1, RAD52 anneal inh -7, E-selectin induc 0.2 and esBAF inh -4.
`CO[C@H]1CN(C)C(=O)c2ccc(NC(=O)c3ccccc3F)cc2OC[C@H](C)N(CC2CCOCC2)C[C@H]1C` gave Xi reactivation -0.6, ERAP1 HTS inh -6, RAD54 branch 3, S100A4 MyoIIA -60, ERp5 block -7, RAD52 anneal inh 0, E-selectin induc 0.0 and esBAF inh 4.
Screening COc1ccccc1NS(=O)(=O)c1cccc(C(=O)OCC(=O)NC2CC2)c1 returned Xi reactivation -0.1, ERAP1 HTS inh 1, S100A4 MyoIIA -2, ERp5 block 1, RAD52 anneal inh 0 and E-selectin induc 2.4.
`CN1C(=O)c2cc(NC(=O)C3CC3)ccc2OC[C@H]2O[C@@H](CC(=O)NCCc3ccncc3)CC[C@@H]21` gave Xi reactivation 0.0, ERAP1 HTS inh 1, RAD54 branch -3, S100A4 MyoIIA 22, ERp5 block 5, RAD52 anneal inh -4, E-selectin induc -0.2 and esBAF inh 2.
Screening O=[N+]([O-])c1ccccc1CS(=O)(=O)c1ccccc1 returned Xi reactivation 0.1, ERAP1 HTS inh -2, RAD54 branch -3, S100A4 MyoIIA -2, ERp5 block 0, RAD52 anneal inh -4, E-selectin induc 0.3 and esBAF inh -10.
For CCOc1ccc(N(CC(=O)N/N=C/c2cccnc2)S(C)(=O)=O)cc1 the results were Xi reactivation 0.0, ERAP1 HTS inh 6, S100A4 MyoIIA -3, ERp5 block -1, RAD52 anneal inh -7 and E-selectin induc -1.1.
COc1ccccc1NC(=O)Cc1csc(N)n1 was read as ERAP1 HTS inh 4, RAD54 branch -9, S100A4 MyoIIA -2, ERp5 block 4, RAD52 anneal inh -1 and esBAF inh -6.
COc1cc(/C=N/Nc2ncc(C(F)(F)F)cc2Cl)cc(OC)c1OC was read as Xi reactivation 0.1, ERAP1 HTS inh 0, S100A4 MyoIIA 3, ERp5 block -8, RAD52 anneal inh -6 and E-selectin induc -0.1.
`O=C(c1cccc(F)c1)N1CCCCN2[C@H](CO)[C@H](c3ccc(-c4cncnc4)cc3)[C@@H]2C1` gave Xi reactivation 0.2, ERAP1 HTS inh -1, RAD54 branch -5, S100A4 MyoIIA 1, ERp5 block 3, RAD52 anneal inh -8, E-selectin induc 0.0 and esBAF inh -1.
For COc1ccc(OC)c(NC(=O)c2nc3ccccc3s2)c1 the results were Xi reactivation 0.0, ERAP1 HTS inh -1, S100A4 MyoIIA -5, ERp5 block 7, RAD52 anneal inh 0 and E-selectin induc 8.0.
Screening CCCCN(C(=O)C1CCCC1)c1c(N)n(CCC)c(=O)[nH]c1=O returned Xi reactivation 0.5, ERAP1 HTS inh -1, RAD54 branch -6, S100A4 MyoIIA 4, ERp5 block 5, RAD52 anneal inh -7, E-selectin induc 2.0 and esBAF inh -5.
For CC(C)Oc1ccc(S(=O)(=O)N2CCOCC2)cc1NC(=O)c1cc([N+](=O)[O-])ccc1N1CCOCC1 the results were Xi reactivation 0.0, ERAP1 HTS inh 3, RAD54 branch -2, S100A4 MyoIIA -9, ERp5 block -1, RAD52 anneal inh -9, E-selectin induc -0.1 and esBAF inh 2.
